NCOA1 inh: SRC1 coactivator transcriptional activity inhibitors, primary screen, cell-based, luminescence | Nuclear receptor coactivator 1 (Homo sapiens), Q15788 | HEK293 GAL4-SRC1 luciferase reporter | inhibition, % at 3.6 µM | 360,000 tested, 0.12% active | AID 588354, 2011;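 active = inhibition above the campaign mean plus 3 SD, with each screening campaign given its own cutoff, cut at about 60% in these data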;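 note: 0% = DMSO treated cells and 100% = gossypol at 36 µM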
TROY signal inh: inhibitors of TROY-driven NF-kB signaling, primary screen, Q293 LMP1-TROYcd cells, NF-kB luciferase, uHTS | Q293 LMP1-TROYcd NF-kB luciferase reporter, 4 h | inhibition, % at 10 µM | 360,000 tested, 0.98% active;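 active = compounds whose plate-normalised and pattern-corrected inhibition of the luciferase reporter signal at the single screening dose is 50% or more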
SRC3 inh: SRC3 coactivator transcriptional activity inhibitors, primary screen, cell-based, luminescence; HEK293 GAL4-SRC3 luciferase reporter; inhibition, % at 3.6 µM; 360,000 tested, 0.17% active;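 active = inhibition above a per-campaign cutoff, the mean of all compounds plus 3 SD, cut at about 60% in these data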;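 note: 0% = DMSO-treated cells and 100% = gossypol-treated cells at 36 µM; higher means less SRC3-driven luciferase light from the GAL4 reporter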
NR2F2 inh: NR2F2 transcriptional activity inhibitors, primary screen, cell-based, luciferase reporter, HEK293T, luminescence; HEK293T NGFI-A luciferase reporter; inhibition, % at 8.6 µM; 370,000 tested, 0.7% active; AID 686940, 2013;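 active = inhibition above a per-plate cutoff, mean inhibition of test wells between control levels plus 3 SD, cut at about 38% in these data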;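 note: cells cotransfected with COUP-TFII expression vector driving the NGFI-A reporter; 0% = median of COUP-TF2 test wells and 100% = reporter-only cells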
NOD2 RIPK2 PPI: NOD2-RIPK2 binding disruptors in cells, primary screen, fluorescence, CHO cells, BLA complementation. Receptor-interacting serine/threonine-protein kinase 2 (Homo sapiens), O43353. CCF4 ratio. inhibition, % at 4.98 µM. 360,000 tested, 0.38% active. AID 624267, 2012; in the data active = inhibition above about 21%;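 note: 0% = vehicle only and 100% = reference blocker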
TRAIL sens C8: viability loss with TRAIL in NB7+C8 cells, primary screen, TRAIL sensitizer project, cell-based, ATPlite luminescence | AID 624354, 2012 | inhibition (viability loss, TRAIL sensitization), % at 10 µM | 360,000 tested, 1% active;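 active = compounds causing at least 50% loss of cell viability in the single-dose screen, relative to plate controls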
NCOA2 inhibitor: inhibition of GAL4-SRC2 driven luciferase reporter, primary screen, SRC2 inhibitor project, cell-based, luminescence; HEK293 GAL4-SRC2 luciferase reporter; inhibition, % at 9 µM; 370,000 tested, 0.17% active; AID 651957, 2012; Nuclear receptor coactivator 2 (Homo sapiens), Q15596;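 active = inhibition above the mean inhibition of all tested compounds plus 3 SD, set per campaign, cut at about 52% in these data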;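 note: 0% = DMSO treated cells and 100% = cells given Gossypol at 36 µM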
Target sequence (Q15596 whole entry, looked up, the tested form may be a part): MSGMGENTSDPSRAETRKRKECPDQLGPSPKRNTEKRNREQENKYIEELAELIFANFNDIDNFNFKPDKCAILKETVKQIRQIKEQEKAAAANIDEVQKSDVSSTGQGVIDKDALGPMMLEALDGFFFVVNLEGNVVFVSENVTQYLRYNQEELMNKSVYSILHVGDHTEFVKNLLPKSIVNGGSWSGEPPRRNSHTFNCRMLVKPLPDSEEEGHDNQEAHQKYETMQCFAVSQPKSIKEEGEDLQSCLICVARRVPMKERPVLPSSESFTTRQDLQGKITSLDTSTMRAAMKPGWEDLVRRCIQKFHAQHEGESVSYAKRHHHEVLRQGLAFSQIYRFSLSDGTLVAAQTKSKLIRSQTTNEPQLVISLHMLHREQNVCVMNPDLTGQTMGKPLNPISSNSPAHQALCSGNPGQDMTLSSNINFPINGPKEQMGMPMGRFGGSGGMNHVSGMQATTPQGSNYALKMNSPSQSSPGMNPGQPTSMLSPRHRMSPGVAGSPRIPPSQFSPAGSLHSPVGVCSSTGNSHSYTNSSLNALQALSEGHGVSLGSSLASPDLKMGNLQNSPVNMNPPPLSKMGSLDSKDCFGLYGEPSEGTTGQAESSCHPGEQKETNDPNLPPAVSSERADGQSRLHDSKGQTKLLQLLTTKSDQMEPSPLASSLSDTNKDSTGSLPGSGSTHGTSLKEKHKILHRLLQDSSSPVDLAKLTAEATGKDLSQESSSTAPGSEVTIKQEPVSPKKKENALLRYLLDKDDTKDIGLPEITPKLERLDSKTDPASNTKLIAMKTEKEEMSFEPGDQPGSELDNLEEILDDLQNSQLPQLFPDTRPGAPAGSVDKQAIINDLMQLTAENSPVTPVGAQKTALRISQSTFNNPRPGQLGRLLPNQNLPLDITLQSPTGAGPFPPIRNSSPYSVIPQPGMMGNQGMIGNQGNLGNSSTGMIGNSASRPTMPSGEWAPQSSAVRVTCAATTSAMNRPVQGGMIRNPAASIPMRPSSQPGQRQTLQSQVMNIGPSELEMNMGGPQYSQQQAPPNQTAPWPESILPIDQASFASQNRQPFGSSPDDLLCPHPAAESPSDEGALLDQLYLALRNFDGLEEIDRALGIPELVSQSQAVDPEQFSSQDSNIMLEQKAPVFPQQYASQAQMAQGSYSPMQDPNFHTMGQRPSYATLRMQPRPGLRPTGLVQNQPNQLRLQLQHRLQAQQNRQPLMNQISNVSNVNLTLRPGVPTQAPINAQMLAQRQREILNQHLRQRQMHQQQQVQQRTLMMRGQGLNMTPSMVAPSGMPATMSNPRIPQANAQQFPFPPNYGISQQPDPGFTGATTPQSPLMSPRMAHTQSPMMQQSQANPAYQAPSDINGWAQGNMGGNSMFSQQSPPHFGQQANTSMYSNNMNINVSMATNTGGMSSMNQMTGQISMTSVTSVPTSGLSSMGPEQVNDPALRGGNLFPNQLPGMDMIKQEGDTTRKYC
LMP1 NFkB inh: EBV LMP1-driven NF-kappaB luciferase reporter inhibitors, primary screen, cell-based, luminescence, single point; inhibition, % at 12.5 µM; AID 504558, 2011; LMP1-induced NF-kappaB luciferase reporter cells; 350,000 tested, 0.69% active; in the data active = inhibition above about 41%;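 note: 0% = neutral control wells and 100% = reference inhibitor control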
NR5A2 inv ag: LRH-1 (NR5A2) inverse agonists, primary screen, cell-based, luminescence, HEK293T, StAR-luciferase reporter; LRH-1 transfected, 24 h; Nuclear receptor subfamily 5 group A member 2 (Homo sapiens), O00482; inhibition, % at 3.6 µM; 360,000 tested, 0.13% active;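 active = inhibition above the mean inhibition of all tested compounds plus 3 SD, cut at about 73% in these data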;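 note: 0% = DMSO wells and 100% = reporter-only cells lacking LRH-1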
TWEAK Fn14 block: inhibitors of TWEAK-Fn14 signaling, primary screen, luciferase reporter cells, uHTS | TWEAK-stimulated Fn14 reporter cells, luciferase luminescence, 8 h | inhibition, % at 10 µM | 360,000 tested, 2% active | AID 1159606, 2016; in the data active = inhibition above about 50%
TLR9-MyD88 block: inhibitors of TLR9-MyD88 association in cells, primary screen, cell-based, CHO, BLA complementation, fluorescence. Toll-like receptor 9 (Homo sapiens) + Myeloid differentiation primary response protein …. CCF4 FRET ratio. inhibition, % at 4.98 µM. 340,000 tested, 0.21% active. AID 504734, 2011;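 active = inhibition above the mean over all tested compounds plus 3 SD, cut at about 21% in these data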;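 note: 0% = DMSO only wells and 100% = clavulanate BLA inhibitor control wells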
* marks the source's active call; other numbers are inactive results; x = not tested or not shown. Only part of the results is shown; the hit share may differ from the screen's.

SMILES	NCOA1 inh	TROY signal inh	SRC3 inh	NR2F2 inh	NOD2 RIPK2 PPI	TRAIL sens C8	NCOA2 inhibitor	LMP1 NFkB inh	NR5A2 inv ag	TWEAK Fn14 block	TLR9-MyD88 block
Cc1cccc(Cn2c(C(C)(C)C)cc3cccnc32)c1	3	-2	24	-4	-4	11	-5	12	24	6	-14
COc1cc(NC(=O)C2CCN(S(=O)(=O)c3cccs3)CC2)c(C(=O)O)cc1OC	-4	7	6	-12	-1	-5	-12	0	-21	-1	0
C(=N\Nc1ccccc1)/c1ccc(N2CCOCC2)cc1	-53	8	-62	-31	-1	-10	-49	-23	-59	-13	3
O=[N+]([O-])c1cc(C(F)(F)F)ccc1NCCc1c[nH]c2ccc(O)cc12	-9	4	19	-13	3	16	21	-3	3	22	3
Cc1ccccc1-n1nc(CSc2nc3ccccc3[nH]2)c(-c2ccccc2)c1N	-25	-3	9	0	-6	15	-37	1	7	29	2
CCOc1cccc(CNCCO)c1OCc1ccc(Cl)cc1	1	12	3	-15	-4	-11	-10	6	1	6	-1
NC(=O)[C@@H]1CCCN1C(=O)c1ccc2nc(Cc3cccc(Cl)c3)oc2c1	-22	20	-1	-10	-9	11	8	7	11	21	8
Nc1nnnn1/N=C/c1cc(Br)ccc1O	-5	-13	16	6	-4	9	6	x	1	18	x
Cc1ccc(Cl)cc1-c1cc(C(=O)Nc2ccc(F)cc2)[nH]n1	-35	43	-16	-22	-2	10	-44	x	-75	14	x
CCOP(=O)(OCC)C(NC(=O)Nc1c(C)cc(C)cc1C)c1ccccc1 (stereo unspecified)	-1	12	3	-3	0	8	-5	7	-16	8	-3
CCCCOc1ccc(C2C(C(=O)c3cccs3)=C(O)C(=O)N2CCN2CCOCC2)cc1 (stereo unspecified)	-9	-22	-2	-6	-5	9	-6	-9	3	2	-1
Cn1c(SCC2CCCO2)nnc1-c1ccc([N+](=O)[O-])cc1 (stereo unspecified)	-22	-4	-3	-22	-6	-14	2	-2	5	-17	-4
COC(=O)C1=C(C)NC(=O)/C1=C\c1cc(C)n(-c2ccccc2F)c1C	-7	2	9	-13	-4	-1	-14	13	4	7	4
C(=NN=C1c2ccccc2-c2ccccc21)c1c[nH]c2ccccc12	-17	-49	-22	-6	0	24	-36	-15	-15	-23	0
Cc1ccc(NC(=O)c2noc3c2CCC3)cc1C	-105	15	-69	-71	7	27	-84	8	-172	56*	-1
Cc1cc(/C=N/n2cnnc2)c(C)n1-c1ccc2ncccc2c1	6	19	-8	-12	0	10	-13	8	2	-11	-4
COC(=O)c1ccc(NC(=O)c2sc3nc(-c4ccccc4)cn3c2C)cc1	0	40	13	-12	6	11	-15	35	-20	-39	6
COCCCN1C(=O)C(CC(=O)NC2CC2)CC(C(=O)N(C(C)C)C(C)C)=C1C (stereo unspecified)	-6	-20	-2	24	-6	-1	2	x	-27	-29	x
Cc1ccccc1C(=O)NC(=S)NCCC1=CCCCC1	5	-39	8	-11	-22	-4	4	-12	0	-48	x
Cc1ccn2c(=O)c(C(=O)NCCCN3CCCC3=O)c(O)nc2c1	-14	11	1	2	-10	5	3	-5	19	5	3
CCCCCC1C(=O)C[C@@H]2CCN3C(=O)CCC[C@H]1[C@H]23 (stereo partly specified)	4	2	-26	-12	-3	-2	7	-10	-10	5	-22
O=C(NCCOC(=O)c1ccc(F)cc1)c1ccc(F)cc1	1	-13	-4	-12	-18	-5	-15	5	0	14	11
CC1(C)CC2(CCO1)OC(=O)CC2C(=O)NCc1ccccc1 (stereo unspecified)	9	3	-6	-7	1	-10	-18	17	-6	-10	7
Oc1c(C(c2ccccc2Cl)N2CCCC2)ccc2cccnc12 (stereo unspecified)	19	-36	28	-1	-2	41	6	39	18	-55	2
N#C/C(=C/c1ccc(CNS(=O)(=O)c2ccccc2)o1)C(N)=O	16	-6	5	9	2	35	-25	0	7	69*	-9
CCOCCCNC(=O)C(NC(=O)C1CCC(=O)N1)c1ccc(C)cc1 (stereo unspecified)	12	11	6	-2	4	-3	8	16	-5	-4	3
CC(C)CNS(=O)(=O)c1cc(C(=O)OCC(=O)N2CCOCC2)c(Cl)cc1Cl	9	-8	-4	-9	-5	0	-14	-1	1	17	5
O=c1cc(-c2ccc(C(F)(F)F)cc2)oc2ccccc12	-2	-29	-3	1	8	14	20	7	-4	-14	3
O=C(O)CN1C(=O)C(=O)N(Cc2cccc(F)c2)C1=O	5	9	6	6	16	-2	-13	-1	0	2	-8
O=C(Nc1cnn(Cc2ccc(Cl)cc2Cl)c1)c1noc2c1CCCC2	-4	-10	0	-1	8	11	8	-7	-2	21	-4
O=S(=O)(c1ccc(Cl)cc1Cl)n1ccc2cccnc21	16	-1	-1	7	-7	-5	-7	6	9	4	0
CSc1ccccc1NC(=O)CN(C)C(C)C(=O)NC(=O)NC1CCCCC1 (stereo unspecified)	5	-8	0	-5	-3	-2	21	-3	-3	-10	-1
Nc1c(N(Cc2ccco2)C(=O)COc2ccccc2Cl)c(=O)[nH]c(=O)n1Cc1ccccc1	-1	12	-23	-8	4	0	10	3	-25	7	0
Cc1ccc(N(CC(=O)NC2CCCCC2)C(=O)c2ccc(C)s2)cc1	-5	17	16	4	-10	-9	-8	10	23	4	-2
Nc1nonc1-n1nncc1-c1ccccc1	-11	14	14	5	6	8	-31	6	10	3	-7
C[C@H](NC(=O)Cc1cccc2ccccc12)C(=O)N1CCOCC1	1	-3	-3	0	-9	2	-44	9	17	3	-7
CC1CCCN(C(=O)CCNS(=O)(=O)c2ccc3c(c2)oc(=O)n3C)C1 (stereo unspecified)	0	-15	-5	-22	1	-3	-15	-1	-4	2	-1
COc1ccc(-c2nc(SC(CC(=O)NCc3ccccc3)c3ccc(OC)c(OC)c3)n[nH]2)cc1 (stereo unspecified)	-12	15	-18	3	-3	-1	-29	3	-2	-20	-2
CCOC(=O)C1(C)C=C(Nc2ccc(C)cc2)C(=O)N1c1ccc(C)cc1 (stereo unspecified)	10	-2	9	-16	-5	-3	-7	16	-14	6	1
Cc1cc(OCC(=O)N2CCN(c3ccccn3)CC2)c(C)cc1Br	-4	13	-1	-18	2	-17	0	-2	7	-6	2
COc1ccccc1C(C#N)c1cccc(Cl)n1 (stereo unspecified)	-7	-4	4	-20	-7	3	10	1	12	-6	0
CC12CCC(C(N)=O)(c3nc4ccccc4nc31)C2(C)C (stereo unspecified)	8	6	6	-3	-13	7	9	-5	-3	19	-4
COc1ccc(C(=O)NCC2CCCO2)cc1OC (stereo unspecified)	-1	1	10	-16	-5	11	14	4	-5	-18	7
Cc1cc(C)c2cc(C(=O)Nc3ccccc3)[nH]c2c1	-91	-31	-20	-23	-14	33	-45	-18	-72	-31	-8
C[C@@H]1COC(=O)[C@H](CC(=O)OC(C)(C)C)C/C=C\C[C@H](CC(=O)NCCO)C(=O)N1	2	-10	-1	-9	-6	-3	-1	1	6	-8	-11

Molecules from the list above that have a tert-butyl group:
SMILES	NCOA1 inh	TROY signal inh	SRC3 inh	NR2F2 inh	NOD2 RIPK2 PPI	TRAIL sens C8	NCOA2 inhibitor	LMP1 NFkB inh	NR5A2 inv ag	TWEAK Fn14 block	TLR9-MyD88 block
Cc1cccc(Cn2c(C(C)(C)C)cc3cccnc32)c1	3	-2	24	-4	-4	11	-5	12	24	6	-14
C[C@@H]1COC(=O)[C@H](CC(=O)OC(C)(C)C)C/C=C\C[C@H](CC(=O)NCCO)C(=O)N1	2	-10	-1	-9	-6	-3	-1	1	6	-8	-11

Later entries
SMILES	NCOA1 inh	TROY signal inh	SRC3 inh	NR2F2 inh	NOD2 RIPK2 PPI	TRAIL sens C8	NCOA2 inhibitor	LMP1 NFkB inh	NR5A2 inv ag	TWEAK Fn14 block	TLR9-MyD88 block
Cc1ccc(C2(C)NC(=O)N(CC(=O)N3CC(=O)Nc4ccccc43)C2=O)cc1 (stereo unspecified)	-25	2	-28	-6	-6	2	-9	7	10	-7	0
NC(=O)C1C2CCC(C2)C1C(N)=O (stereo unspecified)	-2	7	3	-16	0	3	-9	-5	-6	20	-1
N#Cc1ccsc1NC(=O)CN1CCN(S(=O)(=O)c2ccccc2C(F)(F)F)CC1	-8	-9	-2	8	4	-15	-10	-3	10	-3	-2
Cc1ccc(-n2nnnc2Sc2ccc(S(=O)(=O)NCCN(C)C)cc2[N+](=O)[O-])cc1	18	33	67*	-9	7	18	50	47*	36	97*	-2
Nc1cccc(OCCCCCOc2cccc(N)c2)c1	-7	-25	-41	-4	-10	-4	-16	-19	50	-10	-11
CS(=O)(=O)N(CC(=O)N1CCN(Cc2ccc3c(c2)OCO3)CC1)Cc1ccc(Cl)cc1	19	5	8	40*	2	16	9	16	55	9	-6
Cc1cc(-c2nnc(SCC(=O)Nc3ccccc3F)n2N)n[nH]1	-10	9	-2	14	-6	4	12	-10	-2	-6	-6
CCC(CC)NC(=O)Nc1ccc(F)c(Cl)c1	4	-9	11	-4	-16	3	10	5	-24	16	0
CC(=O)c1cccc(NC(=O)c2ccncc2)c1	0	-1	22	-18	-5	-19	5	-1	0	-7	1
Cn1c(=O)c2c(nc(Oc3ccccc3N)n2C)n(C)c1=O	-3	2	5	0	-10	-10	14	5	9	1	-9
CSc1ccccc1C(=O)Nc1c(C)cccc1C	-12	-43	11	0	-9	-2	2	1	4	3	-1
Cc1c(-c2ccccc2)[n+](=O)c(-c2ccc(Br)cc2)c(C)n1[O-]	-3	3	-8	-1	-1	2	-13	-3	3	5	0
CC1CCN(C(=S)Nc2ccc3nc4n(c(=O)c3c2)CCCCC4)CC1	7	-9	14	-5	-12	16	4	10	6	9	-2
CCOc1ccc(C(=O)Nc2ccc(-c3cc4ccccc4oc3=O)c(C)c2)cc1[N+](=O)[O-]	0	21	-9	5	-6	29	9	39	5	15	-1
CCCC(=O)N1CCN(Cc2ccc3c(c2)OCO3)CC1	-19	-3	17	-8	-7	-10	3	1	-6	9	-3
CC(Sc1nnc(C(F)(F)F)n1C)C(=O)NC(N)=O (stereo unspecified)	2	-5	5	1	-1	0	-6	-13	11	-9	0
O/N=C(\c1ccc(Cl)cc1)c1ncc(C(F)(F)F)cc1Cl	4	6	5	8	13	-10	4	-3	10	24	2
Cc1nc(C)c(-c2nnc(-c3ccc(C(C)(C)C)cc3)o2)cc1C(=O)NN	-18	-26	0	9	-7	31	-7	-1	-20	-21	5

From PubChem BioAssay
